# UPR CHOP act: apoptotic UPR (CHOP) activation. CHO-CHOP luciferase reporter, luminescence; percent of tunicamycin response over DMSO baseline. activation, % at 10 µM. 330,000 compounds, 0.34% hits. AID 449763;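 active means at 10 µM dose, activation of 40% or more, normalized to positive control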;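 further: 100% = tunicamycin at 10 µg/mL and 0% = DMSO alone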
#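 Test system: CHO-CHOP cells, stable luciferase reporter of PERK-eIF2a-CHOP signalling | Quantity: 500 CHO-CHOP cells per well | Buffer or medium: F12 plus 10% serum | Compound dosing: 10 µM single point, 0.5% DMSO | Schedule: 6 h compound treatment, 37 °C | Signal: Luciferase luminescence | Control set: Tunicamycin high control, DMSO low control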
# 697 NFkB inh: inhibitors of the PMA/ionomycin-induced NF-kB reporter in 697 B cells. 697 B-cell NF-kB luciferase reporter, 16 h. inhibition, % at 4 µM. 330,000 compounds, 0.33% hits; in the data active means inhibition above about 35%
# Mdm2-MdmX inh: disrupts the human Mdm2-MdmX interaction. 330,000 compounds, 3% hits. O15151+Q00987. SaOS-2 split-luciferase Mdm2/MdmX complementation, luminescence. inhibition, % at 8 µM;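 active means inhibition of at least 50% at 8 µM in the primary screen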
# Target sequence (O15151 whole entry, looked up): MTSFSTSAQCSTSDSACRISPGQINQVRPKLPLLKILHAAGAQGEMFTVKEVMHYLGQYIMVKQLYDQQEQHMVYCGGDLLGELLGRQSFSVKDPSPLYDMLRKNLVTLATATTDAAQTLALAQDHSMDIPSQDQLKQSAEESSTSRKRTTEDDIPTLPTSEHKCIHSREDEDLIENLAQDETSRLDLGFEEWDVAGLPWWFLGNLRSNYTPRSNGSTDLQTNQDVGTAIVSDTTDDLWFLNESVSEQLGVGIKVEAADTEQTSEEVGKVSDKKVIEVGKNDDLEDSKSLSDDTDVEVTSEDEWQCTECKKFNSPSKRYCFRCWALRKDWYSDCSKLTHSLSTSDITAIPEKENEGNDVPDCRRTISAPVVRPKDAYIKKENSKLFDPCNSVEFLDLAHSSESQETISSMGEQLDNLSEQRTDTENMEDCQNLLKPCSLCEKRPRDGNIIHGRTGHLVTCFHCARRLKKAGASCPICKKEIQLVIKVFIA
# Target sequence (Q00987 whole entry, looked up): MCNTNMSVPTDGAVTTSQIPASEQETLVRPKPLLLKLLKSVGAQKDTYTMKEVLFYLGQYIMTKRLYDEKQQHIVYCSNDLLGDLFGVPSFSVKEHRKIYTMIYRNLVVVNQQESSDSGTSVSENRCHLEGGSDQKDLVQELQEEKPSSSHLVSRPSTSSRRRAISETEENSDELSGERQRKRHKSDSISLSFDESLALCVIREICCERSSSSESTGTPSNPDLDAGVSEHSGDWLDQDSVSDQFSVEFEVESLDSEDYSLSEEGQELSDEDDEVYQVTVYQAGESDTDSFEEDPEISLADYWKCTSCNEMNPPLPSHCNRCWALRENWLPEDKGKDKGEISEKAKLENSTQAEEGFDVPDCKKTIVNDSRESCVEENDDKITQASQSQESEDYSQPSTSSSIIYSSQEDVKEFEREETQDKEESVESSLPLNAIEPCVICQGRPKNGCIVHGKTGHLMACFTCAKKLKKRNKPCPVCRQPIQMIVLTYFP
# Jurkat NFkB inh: inhibitors of the PMA/ionomycin-induced NF-kB reporter in Jurkat cells | AID 435003 | PMA/ionomycin-induced NF-kB luciferase reporter, luminescence | 330,000 compounds, 0.53% hits | inhibition, % at 4 µM; in the data active means inhibition above about 50%
# tim23-1 inh: growth inhibitors of tim23-1 mutant yeast; S. cerevisiae tim23-1 growth, BacTiter-Glo luminescence, 24 h; inhibition, % at 20 µM; 330,000 compounds, 1.3% hits; AID 463212;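 active means growth inhibition of the mutant yeast at or above 50%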;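 further: temperature-sensitive mutant grown at 25 °C; plate controls were DMSO-treated mutant yeast for no effect and medium wells lacking yeast for full effect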
# APJ antag: antagonists of human APJ apelin receptor. inhibition, % at 20 µM. CHO-K1 APJ beta-arrestin complementation, luminescence. P35414. 330,000 compounds, 0.32% hits;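 active means inhibition above about 40% at 20 µM, limit read from the data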;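 further: cells challenged with 10 nM apelin-13 agonist together with compound; plate controls were apelin-13 plus DMSO wells for no effect and DMSO wells lacking apelin-13 for full effect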
# APJ agonist: activates the human apelin receptor APJ; activation, % at 20 µM; CHO-K1 APJ PathHunter beta-arrestin, luminescence; 0% DMSO wells, 100% apelin; P35414; 330,000 compounds, 0.11% hits;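 active means activation more than six SD over the plate average, tested at 20 µM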;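 further: 0% = DMSO alone and 100% = apelin-13 at 10 nM; some results filed as inactive read as strong as hits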
#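 system = engineered CHO-K1 APJ arrestin reporter cells | input = 1000 cells per well | timing = overnight seeding, 90 min compound at 25 °C, 1 h detection | measured by = enzyme-fragment complementation luminescence | read-out = beta-arrestin recruitment to APJ as agonist activity, luminescent signal | control set = negative DMSO alone, positive Apelin-13 at 10 nM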
# UPR XBP1 act: adaptive UPR (XBP1) activation; CHO-XBP1 luciferase reporter, IRE1-XBP1 UPR activation, luminescence; percent of tunicamycin response, DMSO as zero; activation, % at 20 µM; 330,000 compounds, 0.33% hits;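 active means versus positive control, 20 µM dose yields 30% or more activation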;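 further: 100% = tunicamycin at 10 µg/mL and 0% = DMSO only wells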
#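 Assay system: IRE1-XBP1 luciferase reporter CHO line. Input: 1000 cells/well. Buffer or medium: F12 with 10% serum. Doses: 20 µM, 1% DMSO. Times: overnight seeding at 37 °C, 6 h compound treatment at 37 °C. Technique: Steady-Glo luciferase glow luminescence, 10 min after reagent addition.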
# The depositor's hits bear a star.
Molecule	Jurkat NFkB inh	tim23-1 inh	APJ antag	UPR CHOP act	697 NFkB inh	APJ agonist	Mdm2-MdmX inh	UPR XBP1 act
Cc1ccc(OCCCN2CCOCC2)c([N+](=O)[O-])c1	-32	15	3	1.9	-18	-3	-20	0
COc1cccc(Nc2ncnc3c2cnn3-c2cccc(C)c2)c1	-56	1	7	3.7	-44	-2	-10	4
O=C(NC1CCCC1)C1CCN(C(=O)Nc2cccc(Cl)c2)CC1	-9	18	-28	0.9	-8	2	-31	-2
O=C(NCc1nnc(SCC(=O)N2CCCCC2)o1)c1c(F)cccc1F	10	10	-26	-0.3	6	1	4	-3
Cc1cc(Br)ccc1NC(=S)N1CCOCC1	-3	3	-10	-0.8	-21	2	18	-1
CSc1ccccc1-c1nnc(-c2ccc(Cl)c(Cl)c2)o1	-37	15	2	4.1	-69	-3	-69	2
O=S(=O)(c1cccc2nonc12)N1CCCCCC1	-21	-3	14	-0.6	10	-2	6	1
CCc1nc2ccccc2c(C(=O)OCc2nnc(-c3ccccc3)o2)c1C	4	-4	1	-1.5	4	-3	41	2
N=c1c(S(=O)(=O)c2ccc(Cl)cc2)cc2c(=O)n3ccccc3nc2n1Cc1cccnc1	7	11	-2	2.4	-11	1	48	11
CCn1c(=O)c(C(=O)Nc2ccccc2S(N)(=O)=O)c(O)c2ccccc21	-4	20	2	5.7	-31	-1	56*	1
CSc1nc2sc(-c3ccccc3)cc2c(=O)n1N	-129	19	-13	-1.5	-107	-6	68*	1
CCCCn1c(N)c(N(CCOC)C(=O)Cn2c(=O)cnc3ccccc32)c(=O)[nH]c1=O	-7	-2	-13	1.8	-9	-4	-9	-2
CC(C)Cc1n[nH]c(=O)c2c1nnn2Cc1ccccc1F	6	13	11	1.4	13	-5	-4	-1
Cc1ccccc1-n1nc2c(c1NC(=O)c1ccc3c(c1)OCO3)CS(=O)(=O)C2	7	13	0	0.2	-6	6	7	-1
COC(=O)CN1C2(C#N)CCCCC2CC2CCCCC21C#N (stereo not drawn)	3	11	14	1.5	-5	-5	-1	-2
CCCn1c(N)c(N2CCCCC2)c(=O)n(CC(=O)Nc2ccccc2C(F)(F)F)c1=O	5	-4	-1	0.0	-7	-3	9	-1
Cc1cc(C(=O)COC(=O)c2ccc(O)cc2O)c(C)n1C(C)C	-96	34	-3	5.3	-76	-2	-95	1
CCOc1cccc(CN2CCN(c3cccc(C(F)(F)F)c3)CC2)c1O	-5	25	6	0.0	7	-4	9	0
Cc1ccccc1Cn1cc(NC(=O)c2cc(-c3cccs3)on2)cn1	-10	3	-6	13	-1	-3	58*	2
CCN(CC)S(=O)(=O)c1ccc(OC)c(NC(=O)c2cccc(C)c2[N+](=O)[O-])c1	-6	18	12	0.5	18	0	26	1
CCNS(=O)(=O)c1ccc(NC(=S)N2CCc3ccccc32)cc1	10	6	1	0.2	-5	-5	43	-4
O=C(CCCl)Nc1nc2c(s1)CCc1ccccc1-2	23	70*	-5	-0.6	-266	2	68*	-4
O=[N+]([O-])c1ccc2nc(C3CCCCC3)[nH]c2c1	-12	27	14	6.6	-3	-4	-27	-1
O=S1(=O)CC(O)C(NCc2cccnc2)C1 (stereo not drawn)	0	12	12	0.4	-5	3	-10	0
CCc1cc(-c2ccc3c(c2)COc2c4ccccc4nn2-3)on1	-165	24	4	0.6	-100	5	-73	-5
Cc1[nH]n(CCC#N)c(=O)c1CC(=O)N1CCN(c2ccccc2)CC1	4	6	5	-0.5	9	-2	10	3
Cc1ccccc1CSCCNC(=O)Nc1ccccc1	6	31	-2	-1.1	-9	-3	4	0
COc1cccc(N2CCN(c3ncnc4c3[nH]c3ccc(F)cc34)CC2C)c1 (stereo not drawn)	10	15	-21	-12	71*	-2	98*	-16
CCc1nc2ccc(C(=O)NCCc3ccco3)cc2nc1CC	-9	16	10	1.8	8	-4	0	2
Cn1cc(Cl)c(-c2n[nH]c(=S)n2-c2ccc(F)cc2)n1	-16	1	-5	-1.0	10	-3	-1	0
Cc1cccc(Oc2coc3cc(O)ccc3c2=O)c1	-49	34	-8	2.9	-41	-1	-48	4
CCCCNC(=O)CSc1nnc(-c2c[nH]c3ccccc23)n1CC1CCCO1 (stereo not drawn)	9	8	19	-1.3	5	-4	19	-2
Cn1c(Cn2cnc([N+](=O)[O-])n2)nnc1SCC(=O)Nc1cccc(Cl)c1	1	-5	-47	-0.2	22	11	-4	-2
Nc1nncn1C(=O)CCCOc1ccc(Cl)cc1Cl	2	35	4	-1.0	8	-6	15	-1
O=C(CC1C(=O)NCCN1Cc1cccc(F)c1)NC1CCC1 (stereo not drawn)	-4	-2	-8	0.0	10	1	12	-3
CCC(Sc1nncn1C)C(=O)Nc1cc(C)on1 (stereo not drawn)	6	-7	18	-2.0	8	-4	9	1

# The closing five compounds of the part before are carried over, then new ones follow.
Molecule	Jurkat NFkB inh	tim23-1 inh	APJ antag	UPR CHOP act	697 NFkB inh	APJ agonist	Mdm2-MdmX inh	UPR XBP1 act
CCCCNC(=O)CSc1nnc(-c2c[nH]c3ccccc23)n1CC1CCCO1 (stereo not drawn)	9	8	19	-1.3	5	-4	19	-2
Cn1c(Cn2cnc([N+](=O)[O-])n2)nnc1SCC(=O)Nc1cccc(Cl)c1	1	-5	-47	-0.2	22	11	-4	-2
Nc1nncn1C(=O)CCCOc1ccc(Cl)cc1Cl	2	35	4	-1.0	8	-6	15	-1
O=C(CC1C(=O)NCCN1Cc1cccc(F)c1)NC1CCC1 (stereo not drawn)	-4	-2	-8	0.0	10	1	12	-3
CCC(Sc1nncn1C)C(=O)Nc1cc(C)on1 (stereo not drawn)	6	-7	18	-2.0	8	-4	9	1
O=C(Cc1ccccc1)Nc1cccnc1	8	13	7	2.5	-3	-2	-18	0
CCCCCOC(=O)C1=C(C)NC(=O)NC1c1ccc(OC)cc1 (stereo not drawn)	1	15	5	-0.1	11	-4	-1	-2
CN(C)c1ccc(C(CC(=O)c2ccccc2)C2CCCCC2=O)cc1 (stereo not drawn)	-22	0	5	1.5	-6	-2	9	-2
C#CCOCCOCCOCCNc1nc(N2CCOCC2)nc(N2CCN(C(=O)[C@H](C)n3cc(CCCN=C(N)N)nn3)CC2)n1	13	12	3	1.1	18	5	-20	-2
N#Cc1cc2c(nc1SCC(=O)Nc1sc3c(c1C#N)CCC3)CCCCC2	-23	17	-5	7.0	-31	-3	-4	6
O=C(CSc1nnc(Cc2ccccc2)n1-c1ccccc1)NNC(=O)Cc1ccccc1	-13	23	19	-1.9	15	-1	-5	-2
O=C(CCNS(=O)(=O)c1cccc2nsnc12)N1CCc2ccccc21	0	4	4	1.1	8	-1	8	-4
Cc1cc(C)cc(N(CC(=O)NC2CCCC2)C(=O)CNC(=O)c2ccco2)c1	-11	2	25	1.2	10	-7	14	1
CC(C)(O)c1[nH]c2ccc(C(F)(F)F)cc2c1C(C)(C)O	-13	23	-60	0.3	-23	9	-23	1
O=C(/C=C/c1ccccc1)NC1CCCc2ccccc21 (stereo not drawn)	2	4	-1	-1.5	-17	-2	-4	-3
CCOc1ccc(C(=O)CC(Sc2ccc(C)cc2)C(=O)O)cc1 (stereo not drawn)	15	26	-6	1.0	10	-3	4	2
COc1ccc(N2CCN(Cc3nc4c(c(=O)n(C)c(=O)n4C)n3Cc3cccc(C)c3)CC2)cc1	-4	23	21	-2.1	-2	-1	24	0
O=S(=O)(c1ccc(F)cc1)N(CCO)CC(O)Cn1c2ccccc2c2ccccc21 (stereo not drawn)	-3	11	6	-0.2	-24	-3	-14	5
CCOC(=O)Cc1cc(=O)[nH]c(/N=C(\N)Nc2ccc(C)cc2C)n1	8	-4	11	-1.6	2	-4	2	-1
COc1ccc(-c2c(C)oc3c(CN4CCOCC4)c(O)ccc3c2=O)cc1OC	-7	3	14	-1.0	9	-3	-2	-5
CCOc1ccc(CCNC(=O)c2cccc(S(=O)(=O)N3CCN(C(C)=O)CC3)c2)cc1OCC	2	-9	-21	-1.6	-6	2	13	-1
CCn1c(CSc2nc3ccccc3[nH]2)nc2cc(C(=O)O)ccc21	-9	-1	-22	-0.4	-8	1	16	-1
COc1ccc(NS(=O)(=O)c2cc(C(=O)Nc3ccccc3C(=O)O)ccc2C)cc1	0	5	-13	5.3	17	-4	20	-2
COc1ccc(OC)c(/C=N/n2c(COc3ccccc3)n[nH]c2=S)c1	2	17	7	2.3	-8	-4	-10	3
O=C(Cn1cnc2ccccc2c1=O)NNC(=O)c1cccc([N+](=O)[O-])c1	-8	13	21	-1.4	-1	-4	-7	-2
C/C(=N\NC(=O)c1cccc2ccccc12)c1cccnc1	7	1	5	0.4	26	3	10	-3
COc1cc(CNc2ncc(-c3ccc(Cl)cc3)n2C)cc(OC)c1OC	-8	-1	6	-2.4	-5	-4	16	-4
O=C(N/N=C/C=C/c1ccccc1)c1ccccn1	-48	11	19	4.1	-55	-5	-6	4
O=c1[nH]c2ccccc2cc1-c1noc(-c2cccnc2)n1	-7	8	15	2.5	-3	-2	13	3
COc1ccc(SC[C@H](CC(C)C)N2CCN(CCc3ccccc3)CCC2=O)cc1	-16	-20	-2	-0.7	-4	-3	0	-2
O=C(NCc1ccccc1)c1ccc2c(c1)S(=O)(=O)c1cc(Cl)ccc1C2=O	5	2	10	2.1	14	8	-5	0
Cc1ccnc(NC(=O)C2CCN(S(=O)(=O)c3ccc(C)c(C)c3)CC2)c1	-33	21	2	3.6	8	7	20	-2
COc1ccc(C2C(C(=O)NCC3CCCO3)CCC(=O)N2c2ccc3c(c2)OCO3)cc1 (stereo not drawn)	10	-2	12	1.4	6	-1	20	3
Cc1ccc2c(c1)C1(OCCCO1)C(=O)N2	7	6	3	-0.3	-2	-1	15	-2
Cc1ccc(S(=O)(=O)CCc2nnc(NC(=O)c3ccco3)s2)cc1	3	-9	11	0.5	12	-2	0	1
COc1ccc(/C=N/NC(=O)c2nn(-c3ccccc3)c(=O)c3c(N)scc23)cc1	2	17	-10	0.6	13	5	-8	-3
Cc1nc2ccccc2n(CC(=O)Nc2cc(Cl)cc(Cl)c2)c1=O	-2	25	-11	-2.4	5	-3	1	-2
Cc1cc2oc(=O)cc(CN3CCCCC3C)c2cc1C(C)C (stereo not drawn)	1	30	10	3.5	11	-4	18	-1
COc1ccccc1Oc1c(C)oc2c(CN3CCOCC3)c(O)ccc2c1=O	2	9	-10	1.5	13	-3	8	-1
COC1CCCN(C(=O)c2cccc(OC3CCN(S(=O)(=O)N(C)C)CC3)c2)C1 (stereo not drawn)	3	-1	16	-0.2	-23	-6	5	-1
O=C(Nc1cccc([N+](=O)[O-])c1)NC1CCS(=O)(=O)C1 (stereo not drawn)	1	-11	14	3.8	-23	-10	14	-6
O=C(NCc1ccco1)/C(=C\c1ccco1)NC(=O)c1cccs1	0	11	-11	-0.9	19	-2	-11	-7
CCOc1ccccc1NC(C)C(=O)Nc1cc(C(F)(F)F)ccc1N1CCOCC1 (stereo not drawn)	3	45	-11	0.7	-1	-2	23	0
